Bioassay records deposited in PubChem by National Center for Advancing Translational Sciences (NCATS).
a7 integrin act = activators of alpha7 integrin expression for muscular dystrophy; alpha7betagal myoblasts, beta-gal FDG fluorescence, 48 h; Potency, µM (highest dose often 38.3 µM), inactives show top-dose activation, actives largely listed as activators; actives 0.064% (n = 350,000); AID 624291;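 note: potency is the fitted concentration of half-maximal effect; 100% = response of the positive control SU9516; nearly all actives have a fitted effect of over 60% in size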
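Alpha7betagal+/- myoblasts (passage 13) were plated 16-24 hr, then exposed to compounds (1:260 dilution of DMSO stock) for 48 hours at 37C. After MPER lysis, β-galactosidase reporter activity was read as FDG fluorescence (ex 480/em 540) after 30 minutes.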
A-T KAP1 phos = candidate therapy for ataxia-telangiectasia; […] A-T fibroblasts, KAP-1 phosphorylation AlphaLISA; neocarzinostatin DNA damage 30 min before lysis; Potency, µM (doses to about 57.5 µM), inactives show at the top dose activation, hits mostly activators; actives 0.19% (n = 320,000); AID 485349; note: potency is the fitted concentration of half-maximal effect; % of control where 0% means no effect; nearly all actives have a fitted effect of over 45% in size
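ATM-like activity read as KAP-1 phosphorylation via AlphaLISA donor/acceptor antibody pairs after lysis and 6 hr at 25C. Cells were ATM-null patient fibroblasts ([…], hTERT), dosed 60 min, then exposed to the DSB inducer NCS for 30 min.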
Mito fusion yeast = inhibitors of mitochondrial division or activators of mitochondrial fusion; S. cerevisiae fusion-defective mutant growth rescue, CellTiterGlo 48 h; Potency, µM (top dose mostly 46.1 µM), without a hit: at the top dose growth rescue (activation), most hits filed as activators; actives 0.23% (n = 320,000); AID 485298;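 note: potency is the fitted concentration of half-maximal effect; % of control where 0% means no effect; nearly all actives have a fitted effect of over 45% in size; temperature-sensitive fusion mutants such as fzo1-1 at 37 °C on non-fermentable ethanol glycerol medium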
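S. cerevisiae fusion-defective temperature-sensitive mutants (e.g. fzo1-1, mgm1-5) grown 48 h at 37C in YPEG (ethanol/glycerol non-fermentable) medium with 23 nl compound per well; growth rescue read as CellTiterGlo luminescence.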
Menin-MLL TR inh = menin-MLL binding inhibition, Texas Red mutant peptide. O00255. actives 0.23% (n = 270,000). Potency, µM (titrated, usually from 61.6 µM), for the others: top-dose FP activity change, negative = inhibition, usual class: inhibitors. Menin + Texas Red MLL mutant peptide, fluorescence polarization; active = well fitted inhibition curve with a large enough effect in the polarisation, with a control signal flat, not every such curve was filed as active; inconclusive = small, poorly fitted or top-dose-only effect, or effect the other way, or a change in a side signal; inactive = no such curve, though single readings can be large or run the other way; the % refers to the polarisation; note: potency is the fitted concentration of half-maximal effect; % of control where 0% means no effect; many of its hits are not listed in these tables
CXXC DNA block = blocks binding of human MLL CXXC domain to DNA; MLL-CXXC / FITC-HOXA9 DNA fluorescence polarization; Potency, µM (titrated, usually from 115 µM), for the others: top-dose activity change, negative = inhibition, hits mostly inhibitors; AID 2662; actives 0.037% (n = 290,000); Q03164; active = well fitted inhibition curve with a large enough effect in the polarisation, with a control signal flat, not every such curve was filed as active; inconclusive = small, poorly fitted or top-dose-only effect, or effect the other way, or a change in a side signal; inactive = no such curve, though single readings can be large or run the other way; the % refers to the polarisation; note: potency is the fitted concentration of half-maximal effect
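Fluorescence polarization: 7 uM MLL-CXXC (stock) preincubated 5 min with compounds, then 50 nM fluorescein-HOX-A9 DNA (stock) added; 30 min ambient. Buffer 50 mM Tris-HCl pH 7.5, 50 mM NaCl, 1 mM DTT, 0.05% BSA.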
TSHR antagonist = antagonists of human thyroid stimulating hormone receptor; P16473; TSHR-expressing cells, TSH-stimulated cAMP HTRF, 2 h; hits give low values; activity change, negative = inhibition, % at 11.5 µM; actives 0.2% (n = 330,000); AID 504810;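 active = activity change below a set negative limit, meaning inhibition stronger than a set level, cut at about -70% in these data; inconclusive = activity change between two set negative limits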; note: % is set by controls: 0 for no effect and ±100 for the full control effect
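TSHR-expressing cells, 200/well, pre-treated with compound, then stimulated with EC80 TSH (4nM final) for 2 hours at 37 deg C. cAMP measured by competitive HTRF: anti-cAMP cryptate antibody in lysis buffer plus cAMP-d2, read after 30 minutes at room temperature.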
TCR activator = T cell receptor activation | 330,000 tested, under 10 active | Potency, µM (doses to about 9.22 µM), for inactives: top-dose activation of IL-2 secretion, actives largely listed as activators | AID 504894 | primary human leukocytes, anti-CD3, IL-2 HTRF, 48 h; note: % of control where 0% means no effect
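Primary human leukocytes were stimulated with a-CD3 beads plus compounds for 48 hr without co-stimulation; secreted IL-2 was quantified by HTRF using a-IL-2-K (europium cryptate) and a-IL-2-d2, excited at 320nm with acceptor emission read at 665nm.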
MBNL1-CUG inh = MBNL1-poly(CUG) RNA binding inhibition. TR-FRET MBNL1-His/biotin-(CUG)12 binding, 665/545 ratio. Potency, µM (series often up to 57.5 µM), without a hit: top-dose activity change, negative = inhibition, actives largely listed as inhibitors. actives 0.036% (n = 280,000); active = well fitted inhibition curve with a large enough effect in the signal ratio, with a control signal flat, not every such curve was filed as active; inconclusive = small, poorly fitted or top-dose-only effect, or effect the other way, or a change in a side signal; inactive = no such curve, though single readings can be large or run the other way; the % refers to the signal ratio; note: potency is the fitted concentration of half-maximal effect; % is set by controls: 0 for no effect and ±100 for the full control effect
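TR-FRET readout: Ex 340 nm, 665/545 nm emission ratio, normalized to buffer-only (basal) and MBNL1-(CUG)12 controls. Complex of MBNL1-His with Biotin-(CUG)12, compounds 92 nM–58 uM, incubated 60 min at room temperature.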
TSG101-PTAP inh = blocks PTAP/TSG101 interaction to inhibit HIV-1 budding. Fluorescence polarization, FITC-PTAP peptide / Tsg101 binding. Potency, µM (doses to about 115 µM), for inactives: at the highest dose activity change, negative = inhibition, most hits filed as inhibitors. 340,000 tested, under 10 active. AID 493005; active = well fitted inhibition curve with a large enough effect in the main read-out, with a control signal flat, not every such curve was filed as active; inconclusive = small, poorly fitted or top-dose-only effect, or effect the other way, or a change in a side signal; inactive = no such curve, though single readings can be large or run the other way; note: potency is the fitted concentration of half-maximal effect; % of control where 0% means no effect
Target sequence (Q99816 whole entry, looked up): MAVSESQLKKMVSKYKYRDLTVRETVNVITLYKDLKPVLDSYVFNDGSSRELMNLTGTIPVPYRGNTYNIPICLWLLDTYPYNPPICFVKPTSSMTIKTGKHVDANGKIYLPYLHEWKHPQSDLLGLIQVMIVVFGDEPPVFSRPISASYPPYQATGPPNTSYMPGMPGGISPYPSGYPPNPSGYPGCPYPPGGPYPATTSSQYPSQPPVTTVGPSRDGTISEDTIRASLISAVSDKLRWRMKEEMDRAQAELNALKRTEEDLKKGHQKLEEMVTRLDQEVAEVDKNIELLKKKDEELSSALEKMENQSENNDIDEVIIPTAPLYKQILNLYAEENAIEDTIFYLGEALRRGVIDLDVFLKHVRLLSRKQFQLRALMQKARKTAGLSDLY
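Steps: Tsg101 binding domain dispensed (10 uM final), compounds pinned in DMSO, FITC-labeled PTAP-motif peptide added (50 nM final); after 20 min binding at room temperature, polarization measured.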
ASM inhibitor = human S-ASM enzyme inhibition; P17405; placental ASM, HMU-PC fluorogenic substrate, 60 min; Potency, µM (series often up to 57.5 µM), inactives show at the highest dose activity change, negative = inhibition, hits mostly inhibitors; actives 0.006% (n = 340,000); note: potency is the fitted concentration of half-maximal effect
Target sequence (P17405 47-631 limits assumed): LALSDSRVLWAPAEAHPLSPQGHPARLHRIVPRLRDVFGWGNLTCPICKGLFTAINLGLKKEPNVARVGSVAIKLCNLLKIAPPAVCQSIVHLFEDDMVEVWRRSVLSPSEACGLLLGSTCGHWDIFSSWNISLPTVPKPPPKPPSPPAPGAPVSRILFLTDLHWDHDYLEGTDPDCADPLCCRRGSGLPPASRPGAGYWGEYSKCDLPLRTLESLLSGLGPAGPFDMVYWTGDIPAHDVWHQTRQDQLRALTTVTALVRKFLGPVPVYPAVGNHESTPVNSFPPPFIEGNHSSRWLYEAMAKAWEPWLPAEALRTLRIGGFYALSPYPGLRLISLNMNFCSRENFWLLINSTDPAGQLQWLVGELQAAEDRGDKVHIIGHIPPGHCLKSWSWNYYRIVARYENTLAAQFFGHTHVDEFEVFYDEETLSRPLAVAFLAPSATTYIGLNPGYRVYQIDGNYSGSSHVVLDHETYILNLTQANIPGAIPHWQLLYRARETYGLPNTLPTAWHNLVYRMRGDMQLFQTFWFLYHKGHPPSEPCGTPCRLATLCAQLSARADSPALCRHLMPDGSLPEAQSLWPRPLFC
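qHTS format. ASM enzyme prepared from human placenta hydrolyses the fluorogenic substrate HMU-PC0 (9 uM final) over 60 min at 37 °C after a 10 min compound preincubation.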
* marks the source's active call; other numbers are inactive results; ? = inconclusive; · = not tested or not shown; [ ] = remark or other dose. Unless noted, calls come from the whole dose curve; as a rule, active = well fitted curve in the direction sought with a large enough effect; inconclusive = small, poorly fitted or top-dose-only effect, or another doubt; inactive = no such curve, though single readings can be large; an effect the other way counts as inactive or inconclusive. The list is partial. The share of hits here may be higher or lower than overall.

Values run as follows: a7 integrin act	A-T KAP1 phos	Mito fusion yeast	Menin-MLL TR inh	CXXC DNA block	TSHR antagonist	TCR activator	MBNL1-CUG inh	TSG101-PTAP inh	ASM inhibitor
> CCOC(=O)c1c(NC(=O)COC(=O)CNC(=O)c2ccco2)sc(C)c1C
→ -4%	-3%	6%	-1%	13%	-11	-2%[46.1 µM]	1%	-2%	-12%
> Cc1cccc(C(=O)NCC(=O)OCC(=O)N2CCN(S(=O)(=O)c3ccc(C)cc3C)CC2)c1
→ 8%	1%	-4%	·	·	-13	-5%	·	-13%	-1%
> Cn1c(SCC(=O)NCC2CCCO2)nc2c(c1=O)SCC2 (configuration not stated)
→ 16%	9%	1%	·	-2%	14	0%	2%	·	2%
> Cc1ccc(NCCC#N)cc1C
→ 13%	-3%	0%	13%	-1%	14	2%[46.1 µM]	·	-4%	0%
> O=Cc1cccn1-c1cccc([N+](=O)[O-])c1
→ 17%	15%	2%	12%	2%	33	-1%	?	-2%	6%
> S=C(NCc1ccccc1)NC1CCCc2ccccc21 (configuration not stated)
→ -18%	4%	-1%	30%	-4%	9	5%	0%	-2%	-1%
> O=C1C2CCCN2C(=S)N1Cc1ccccc1 (configuration not stated)
→ 4%	0%	-6%	0%	1%	0	5%	-1%	0%	0%
> O=C(COc1ccc([N+](=O)[O-])cc1)NNC(=O)c1cccs1
→ 0%	0%	-7%	-2%	2%	0	-7%	?	0%	0%
> CC1S/C(=N\N=C\c2cccc([N+](=O)[O-])c2)N(C(C)(C)C)C1=O (configuration not stated)
→ 20%	-7%	4%	·	-3%	-43	2%	-4%	0%	0%
> Cc1ccccc1NC(=O)C1CC(=O)N(c2ccc3c4c(cccc24)CC3)C1 (configuration not stated)
→ 0%	4%	-5%	·	-1%	-7	-14%	12%	1%	-1%
> Cc1ccc(NC(=O)CCc2nc3sc4c(c3c(=O)[nH]2)CCCC4)c(Br)c1
→ -11%	11%	4%	·	·	1	0%	·	4%	4%
> COC(=O)CNC(=O)c1cc(-c2ccncc2)nc2c(C)c(Cl)ccc12
→ 6%	8%	-1%	38%[activator]	-5%	14	-5%	?	-3%	-6%
> COc1ccc(S(=O)(=O)N2CCCCCC2)cc1NC(=O)c1ccccc1F
→ 0%	10%	7%	·	·	14	5%	·	-1%	-10%
> CN(CC(=O)NCc1ccccc1)Cc1ccc(Cl)cc1
→ 1%	13%	1%	-15%	8%	-2	10%	6%	-10%	3%
> O=C(Nc1ccccc1)c1ccc(S(=O)(=O)NCc2cccnc2)cc1
→ -24%	-1%	0%	25%	3%	13	-1%	-4%	-2%	-2%
> CN(CC(=O)Nc1cccc(F)c1)C(=O)c1ccc(C(=O)c2ccccc2)cc1
→ -16%	-14%	8%	·	·	-9	3%	·	-2%	-7%
> COc1ccc(C(CNc2ccc(S(=O)(=O)N3CCN(C)CC3)cc2[N+](=O)[O-])N(C)C)cc1 (configuration not stated)
→ -3%	-1%	-5%	·	·	8	5%	·	0%	-5%
> CC(C)CC1NC(=O)C(CC(C)C)N(CO)C1=O (configuration not stated)
→ 14%	·	·	·	·	·	0%	·	0%	1%
> O=C(Nn1c(C2CCC2)nc2ccccc2c1=O)c1cccs1
→ 12%	2%	10%	0%	12%	-2	·	-4%	0%	0%
> O=C(CSCc1cccc(Cl)c1)N/N=C/c1ccc(OCC(=O)N2CCCCC2)cc1
→ -28%	1%	-2%	·	-4%	6	2%	-7%	-7%	-6%
> CCOC(=O)C1CCCN(C(=O)c2cnn3c(C(F)F)cc(-c4ccc(C)cc4)nc23)C1 (configuration not stated)
→ 1%	2%	10%	-29%	-8%	4	2%	?	-2%	65%[activator]
> Cc1c(C(c2ccc([N+](=O)[O-])cc2)c2c(C)n(C)n(-c3ccccc3)c2=O)c(=O)n(-c2ccccc2)n1C
→ 20%	-8%	-6%	-11%	-5%	26	-22%	10%	-4%	3%
> Cn1c(=O)[nH]c(=O)c2c1nc(NCCCO)n2CCOc1ccccc1
→ 17%	2%	-9%	-2%	8%	-3	2%	-11%	-4%	-1%
> COc1cc(NC(=O)CN2CCN(c3ccccc3O)CC2)c(C)cc1[N+](=O)[O-]
→ -21%	-2%	2%	-9%	3%	-7	11%[46.1 µM]	·	-1%	-1%
> O=C(CCSc1nc2ccccc2o1)N1CCOCC1
→ 13%	-4%	-2%	?	-3%	7	-4%[46.1 µM]	0%	-1%	1%
> Cc1ccc(Nc2nc(CSc3nnc(-c4ccc(F)cc4)n3C)cs2)cc1
→ -18%	8%	?	-16%	5%	-7	0%[46.1 µM]	-3%	0%	-1%
> O=C(c1ccco1)N(Cc1cccc(F)c1)C1CCS(=O)(=O)C1 (configuration not stated)
→ -4%	6%	2%	8%	7%	9	7%	1%	0%	3%
> COc1ccc(N(CC(=O)O)S(=O)(=O)c2c(C)n[nH]c2C)cc1
→ 1%	11%	-2%	1%	3%	2	2%	-4%	-3%	1%
> COc1ccc2c(c1OC)C(=O)N1C2SC(C)(C)[C@H]1C(=O)NC1CCCC1 (some centres not stated)
→ 17%	3%	-2%	-7%	0%	-3	3%	1%	-4%	-2%
> CCN1CCN(c2nc3c(C)cccn3c(=O)c2/C=C(\C#N)S(=O)(=O)c2ccccc2)CC1
→ 18%	5%	-3%	-8%	8%	-14	1%	17%	-13%	-1%
> Cc1ccc(N2CC(C(=O)OCc3nc(N)nc(Nc4ccccc4C)n3)CC2=O)cc1 (configuration not stated)
→ 12%	12%	4%	·	·	-4	12%	·	0%	-1%
> O=C(Nc1ccc(NC(=O)c2ccc([N+](=O)[O-])o2)cc1Cl)c1ccco1
→ ?	6%	16%	?	1%	-11	-1%	15%	-1%	-4%
> O=[N+]([O-])c1cccc(S(=O)(=O)Nc2cccc(-c3ccc(N4CCOCC4)nn3)c2)c1
→ 18%	10%	-13%	·	·	-29	0%	·	-1%	-11%
> NC(=O)C1CCN(C(=O)CCc2ccsc2)CC1
→ ?	2%	3%	4%	2%	-1	-1%	-1%	1%	-2%
> O=C(OCC(=O)N1CCN(C(=O)c2ccco2)CC1)c1cc(F)c(F)cc1Cl
→ 8%	-2%	·	·	·	-19	0%[46.1 µM]	·	-3%	2%
> COc1ccc(NS(=O)(=O)c2cc3c4c(c2)C(C)C(=O)N4CCC3)cc1 (configuration not stated)
→ -18%	-3%	9%	·	0%	-8	-5%	0%	0%	1%
> O=C(CSc1nc(-c2ccc(Cl)cc2)cs1)Nc1cccc([N+](=O)[O-])c1
→ -53%[inhibitor]	-3%	28%	?	19%	?	-2%[46.1 µM]	7%	-2%	-11%
> CCOC(=O)CNC(=O)CSc1nc(-c2ccc(C)cc2)ns1
→ 8%	-3%	3%	3%	0%	-5	-2%	8%	-1%	0%
> CCOC(=O)c1ccccc1NC(=O)COC(=O)CCC(=O)N1CCOCC1
→ 1%	1%	1%	-16%	-10%	18	-4%	1%	-4%	5%
> NS(=O)(=O)c1ccc(CCNC(=O)CNC(=O)Cc2ccccc2)cc1
→ -8%	3%	4%	21%	-3%	3	2%	-8%	-2%	-4%
> O=C(Nc1ncc([N+](=O)[O-])s1)C1CC(=O)N(c2ccc(F)cc2)C1 (configuration not stated)
→ -7%	-6%	2%	13%	-2%	3	-8%	?	-1%	0%
> COc1cccc(N2CC(C(=O)Nc3nnc(SCC(=O)NCc4ccco4)s3)CC2=O)c1 (configuration not stated)
→ -25%	4%	2%	14%	32%[activator]	3	2%	0%	-7%	-3%
> Cc1ccc(-n2nc(C)c3c(C)c(CCC(=O)NCc4ccccc4)c(C)nc32)cc1
→ -2%	1%	3%	8%	-4%	-11	8%	8%	-1%	-1%
> O=C1C(=O)N(CCN2CCOCC2)C(c2ccc(Cl)cc2)/C1=C(/O)c1ccc(S(=O)(=O)N2CCOCC2)cc1 (configuration not stated)
→ ?	11%	-3%	-6%	9%	-17	-4%	?	-6%	-5%
> CCNC(=S)N/N=C/c1ccco1
→ -25%	3%	-5%	-3%	3%	4	0%	10%	-1%	2%
> c1nc(COc2nsnc2N2CCOCC2)cs1
→ 20%	-13%	-4%	1%	4%	12	-3%	-2%	-5%	6%
> O=C(COC(=O)c1ccc(Cl)c(S(=O)(=O)N2CCCCC2)c1)NCc1ccco1
→ -1%	-2%	10%	-16%	-1%	-16	-5%	3%	0%	-2%
